Sm TGR inh – blocks Schistosoma mansoni thioredoxin glutathione reductase; Q962Y6; purified TGR, DTNB reduction, TNB absorbance 405 nm; Potency, µM (titrated, usually from 114 µM), inactives show at the top dose activity change, negative = inhibition, hits mostly inhibitors; 3% of 360,000 active; AID 485364; also: potency is read from the fitted curve at half-maximal effect; nearly all actives have a fitted effect of over 60% in size
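First, TGR (20 nM dispensed) and NADPH were mixed with compound. Second, a 15 min room-temperature incubation followed. Third, further NADPH and then DTNB were added to start the reaction. Finally, TNB absorbance was monitored kinetically.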
AmpC no deterg – blocks E. coli AmpC beta-lactamase in detergent-free assay. AID 485341. Potency, µM (series often up to 57.1 µM), without a hit: top-dose activity change, negative = inhibition, hits mostly inhibitors. 0.52% of 330,000 active. AmpC nitrocefin hydrolysis, absorbance 480 nm, 0.0001% Triton;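 also: potency is read from the fitted curve at half-maximal effect; plate controls were no compound for no effect and no enzyme for full effect; nearly all actives have a fitted effect of over 20% in size; some results filed as inactive show a strong effect at the top dose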
Target sequence (P00811 whole entry, looked up): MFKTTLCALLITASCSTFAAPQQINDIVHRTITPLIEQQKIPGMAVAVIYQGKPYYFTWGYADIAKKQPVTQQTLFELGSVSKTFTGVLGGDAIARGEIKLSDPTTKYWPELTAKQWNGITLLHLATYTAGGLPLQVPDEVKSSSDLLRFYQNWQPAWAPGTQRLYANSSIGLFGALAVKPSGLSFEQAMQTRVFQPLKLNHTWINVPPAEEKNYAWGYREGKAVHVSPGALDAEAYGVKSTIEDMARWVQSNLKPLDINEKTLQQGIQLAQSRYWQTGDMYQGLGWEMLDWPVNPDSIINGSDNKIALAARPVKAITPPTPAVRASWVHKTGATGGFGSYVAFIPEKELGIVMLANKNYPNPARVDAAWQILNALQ
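AmpC (5.3 nM in the dispensed reagent) in 20 mM phosphate pH 7.0 with 0.01% (detergent screen) or 0.0001% Triton X-100 was preincubated with compounds for 15 min at room temperature. Nitrocefin was then added from an 800 uM solution, and hydrolysis was followed at 480 nm.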
Giardia FBPA inh – inhibitors of Giardia lamblia fructose-1,6-bisphosphate aldolase. A8B2U2. purified Giardia FBPA. Potency, µM (doses to about 59.6 µM), for the others: at the highest dose activity, negative = inhibition, actives largely listed as inhibitors. 0.71% of 290,000 active. AID 2451; also: potency is read from the fitted curve at half-maximal effect; nearly all actives have a fitted effect of over 55% in size
Target sequence (A8B2U2 whole entry, looked up): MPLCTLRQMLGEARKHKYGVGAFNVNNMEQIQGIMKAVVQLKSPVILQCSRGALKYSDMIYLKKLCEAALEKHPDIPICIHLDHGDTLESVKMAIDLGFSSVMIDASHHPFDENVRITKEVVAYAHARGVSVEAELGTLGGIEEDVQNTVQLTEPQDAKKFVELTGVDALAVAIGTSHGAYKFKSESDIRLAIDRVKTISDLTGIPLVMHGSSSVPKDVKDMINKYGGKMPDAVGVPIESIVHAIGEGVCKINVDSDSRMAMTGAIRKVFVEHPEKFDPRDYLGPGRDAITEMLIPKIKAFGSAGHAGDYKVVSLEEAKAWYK
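Giardia FBPA (40 nM reagent) was preincubated 10 min at RT with compound (up to 57.5 uM final), then substrate plus GAPDH/TPI/NAD/arsenate coupling system with diaphorase/resazurin was added; resorufin fluorescence (525/598 nm) was read after 20 min.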
AmpC detergent – blocks E. coli AmpC beta-lactamase in detergent assay. P00811. AmpC hydrolysis of nitrocefin, absorbance 480 nm, 0.01% Triton. Potency, µM (doses to about 114 µM), inactives show at the highest dose activity change, negative = inhibition, actives largely listed as inhibitors. 0.041% of 370,000 active;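 also: potency is read from the fitted curve at half-maximal effect; 0% = no-compound wells and -100% = no-enzyme wells; nearly all actives have a fitted effect of over 25% in size; some results filed as inactive show a strong effect at the top dose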
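20 mM phosphate pH 7.0 + 0.01% (detergent screen) or 0.0001% Triton X-100; 5.3 nM AmpC reagent; cpd preinc 15 min RT; nitrocefin (800 uM stock) to start; A480 q20 s × 4 min; Activity was normalised to no-enzyme and no-compound control wells.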
HCV inhibitor – inhibitors of hepatitis C virus infection; Potency, µM (series often up to 41.8 µM), inactives show top-dose activity change, negative = inhibition, usual class: inhibitors; Huh7.5.1 HCVcc-Cre infection, luciferase reporter, 44 h; 3.4% of 340,000 active; also: potency is read from the fitted curve at half-maximal effect
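1,000 cells/well; 4 h culture; + compound; + HCVcc-Cre (~0.5 moi); 44 h; luciferase substrate, RT 15 min; read 15 sec.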
HCMV inh – inhibitors of human cytomegalovirus. AID 1259415. HFF cells, HCMV-luciferase reporter, 72 h; hits give low values. activity change, negative = inhibition, % at 57.5 µM. 4.5% of 410,000 active; in the data active = activity change below about -60%; inconclusive = no clear call, values can overlap the other calls; inactive = above about -39%
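Screen run at 2 compound doses on HFFs infected with reporter HCMV, MOI 1 PFU/cell. Luciferase activity from cell lysates at 72 h post infection gave inhibition relative to buffer-only and Salinomycin wells.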
Active calls of the source: *; ? = inconclusive; . = no result given; [ ] = another dose, or the depositor's remark. Unless noted, calls follow the shape of the dose curve; as a rule, active = well fitted curve in the direction sought with a large enough effect; inconclusive = small, poorly fitted or top-dose-only effect, or another doubt; inactive = no such curve, though single readings can be large; an effect the other way counts as inactive or inconclusive. Unless noted, % is scaled to controls: 0 for no effect and ±100 for the full control effect. Rows were taken by chance; overall some 9.9% were active at least once.

compound	Sm TGR inh	AmpC no deterg	Giardia FBPA inh	AmpC detergent	HCV inhibitor	HCMV inh
CCOc1ccc(NC(=NCc2ccc3c(c2)OCO3)SC2CC(=O)N(c3ccc(OCC)cc3)C2=O)cc1 (configuration not stated)	-1%	-23%	2%	1%	?	2
COc1ccccc1CN(CC(=O)NCc1ccc2c(c1)OCO2)C(=O)c1csnn1	-11%	-11%	7%	-14%	-14%	14
COc1ccc(N2CCN(C(c3nnnn3CCc3ccccc3)C(C)C)CC2)cc1 (configuration not stated)	-17%	23%	-12%	-9%	-11%	-12
Cc1ccc(S(=O)(=O)N(CC(=O)NCc2cccnc2)C2CCCCC2)cc1	.	50%	-2%	3%	3%	11
CCN(CC)CCN(C(=O)CN1C(=O)CCC1=O)c1nc2cc3c(cc2s1)OCO3	7%	3%	-5%	-1%	0%	-34
OCCCNC(=S)NC1CCCC1	3%	-18%	-24%	-3%	18%	0
CCOC(=O)N1CCC(NC(=O)c2ccc3c(c2)ncn3C2CCCC2)CC1	-15%	23%	0%	-8%	-1%	-68*
CC1=CC=CC2=NC(=O)CC(C)(C(=O)N(CC(=O)NC3CCCC3)c3ccc(F)cc3)N12 (configuration not stated)	9%	1%	.	1%	-20%	-82*
CC(=O)N/C(=C/c1ccc2c(c1)OCO2)C(=O)O	14%	-6%	1%	-7%	-8%	-18
COc1ccc(/C(O)=C2/C(=O)C(=O)N(CCN(C)C)C2c2ccccc2)cc1Cl (configuration not stated)	0%	-12%	22%	0%	21%	-7
Cc1c(Cl)cccc1NC(=O)CCOc1ccccc1	-24%	.	.	-10%	.	-15
Cc1nnc(SCC(=O)NC2CCCC2)n1C(C)C	-5%	-7%	.	3%	13%	10
OC(CNCc1ccc(Cl)cc1)C(F)(F)F (configuration not stated)	-4%	1%[2.29 µM]	2%	-5%	15%	-14
O=C(Nc1ccc2nc(SCCOc3ccccc3Cl)sc2c1)c1ccc2c(c1)OCO2	7%	.	.	1%	.	-27
Cc1ccc(NC(=O)CSCC(=O)N(C)CC(=O)Nc2ccccc2C(F)(F)F)cc1	2%	25%	.	1%	-4%	-31
Cc1cc(C(=O)CC#N)c(C)n1-c1ccc(OC(F)F)cc1	2%	-26%	-4%	-17%	?	-35
O=C(CN1C(=O)COc2ccc(S(=O)(=O)N3CCCCCC3)cc21)N1CCN(c2ccccc2F)CC1	1%	.	.	11%	.	-10
O=C(/C=C/c1ccc(-c2ccccc2[N+](=O)[O-])o1)c1ccco1	35µM*	-46%	?	1%	-20%	104
Cc1ccc(NC(=O)COC(=O)C2CC(=O)N(Cc3ccccc3)C2)cc1S(=O)(=O)N(C)C (configuration not stated)	9%	49%	10%	5%	25%	-9
COCC(=O)NC(C)c1nc2ccccc2[nH]1 (configuration not stated)	-3%	-15%	-19%	-4%	-4%	25
O=C(O)c1cc(C(=O)C2CCCCC2)c[nH]1	0%	-21%	2%	-10%	-5%	-33
CCn1c(CSCc2ccccc2)n[nH]c1=S	2%	1%[2.29 µM]	-2%	0%	23%	-73*
O=C(NCc1ccco1)C1CCN(C(=O)c2ccc([N+](=O)[O-])cc2)CC1	25µM*	20%	8%	5%	5%	-11
CC(=O)Nc1ccc(SC[C@H](Cc2ccccc2)N2CCN(CC(C)C)CCC2=O)cc1	?	113%[activator]	7%	-4%	5%	-15
CCC1SC(=Nc2cccc(C)c2)NC1=O (configuration not stated)	-7%	-19%	4%	0%	7%	11
CC1CCCCN1CCCNC(=O)Cn1ncc2c3ccccc3n(C)c2c1=O (configuration not stated)	3%	.	.	15%	.	31
CCS(=O)(=O)c1ncc(Cl)c(C(=O)Nc2ccc(S(=O)(=O)N3CCC(C)CC3)cc2)n1	0.45µM*	0%	0%	?	?	-100*
O=C(CSc1nccn1Cc1ccco1)Nc1ccccc1C(F)(F)F	-8%	198%	-6%	13%	18%	7
Cc1ccc(NC(=O)CSc2nc3ccccc3c(=O)n2CCCC(=O)NCC2CCCO2)cc1 (configuration not stated)	-12%	27%	.	-2%	-10%	32
Cc1cccc(NC(=O)c2cc3ccccc3nc2C)c1	-3%	-13%	-8%	2%	-10%	13
CCOC(=O)C1CCCN(C(=O)c2ccc(CS(=O)(=O)c3ccc(C)cc3)o2)C1 (configuration not stated)	20µM*	6%	-4%	-13%	-7%	.
Cc1c(Cl)cccc1NS(=O)(=O)c1ccc2[nH]cc(C(=O)NC3CCCC3)c(=O)c2c1	-6%	.	.	-3%	.	7
COc1ccc(CNC(=O)c2ccc(CN3CCOCC3)cc2)cc1	-13%	-14%	6%	?	7%	32
CNC(=O)C1CC(=O)N(c2ccc(F)c(Cl)c2)C1 (configuration not stated)	11%	-12%	4%	-1%	24%	-21
CC(C)[C@H](NC(=O)c1ccccc1)C(=O)OCC(=O)/C=C1/N(C)c2ccccc2C1(C)C	-3%	-8%	-9%	0%	?	-68*
C[C@H](NC(=O)C1CCC(CNC(=O)[C@@H]2CCCN2C(=O)OC(C)(C)C)CC1)C(=O)O (some centres not stated)	-3%	-12%	12%	-1%	10%	-37
CC1=NOC2(C)Nc3ncnn3C(c3ccccc3)C12 (configuration not stated)	-2%	0%	-3%	-4%	-20%	5
Cc1c(C(=O)N/N=C/C(C)C)[nH]c2ccc([N+](=O)[O-])cc12	-5%	-46%	5%	-12%	-29%	-75*
COc1cccc(C2C(C(=O)c3ccc(C)o3)=C(O)C(=O)N2CCN2CCOCC2)c1OC (configuration not stated)	-33%	2%	.	-5%	.	15
CCn1ccc2c(OCC(=O)Nc3ccccc3C)cccc2c1=O	15%	.	.	6%	.	7
O=C(Nc1ccccc1C(=O)Nc1ccccn1)c1ccccc1F	4%	-48%	1%	?	-14%	-20
CC1C2NC(=O)N(Cc3ccccc3)C1(C)Oc1ccccc12 (configuration not stated)	-7%	-22%	-4%	1%	3%	-20
CCc1ccccc1NC(=O)CSc1nc2[nH]c(=O)cc(O)c2s1	12%	-22%	5%	2%	24%	-22
O=C(OCc1cc(Cl)ccc1OC(F)F)c1cc(S(=O)(=O)O)ccc1O	0%	-28%	?	-13%	.	8
CCCCOc1cccc(C(=O)N(Cc2sccc2C)C2CCS(=O)(=O)C2)c1 (configuration not stated)	3%	.	.	-4%	.	-12
Cc1cc2n(n1)C(c1ccccc1Cl)Nc1ccccc1-2 (configuration not stated)	-1%	-20%	-1%	-5%	-3%	-30
CCc1ccc(CNC(=O)CCc2c(C)nn(-c3ccc(N4CCCCC4)nn3)c2C)cc1	8%	.	.	18%	.	-11
O=C(O)c1ccc(N2C(=O)Nc3ccccc3N2O)cc1	-2%	-22%	-1%	10%	13%	-10
CCn1c(SCc2nc(-c3ccccc3)no2)nnc1-c1ccco1	?	-11%	5%	?	5%	-10
COc1ccccc1CNC(=O)c1ccc(OC(C)C)cc1	0%	-19%	-3%	-9%	-17%	-12
O=C(NC1CC(=O)N(c2cccc(F)c2)C1)C(=O)c1c[nH]c2ccccc12 (configuration not stated)	1%	?	.	?	-21%[8.37 µM]	35
CC(=O)Nc1cc(-n2cnnn2)ccc1C	0%	-53%	-23%	0%	4%	-11
COc1ccc(-c2nc3c(c4nnc(SC(C)C(=O)Nc5ccc(C)cc5)n24)COC(C)(C)C3)cc1 (configuration not stated)	-4%	-22%	-1%	-9%	?	-35
Nc1nc(SCc2ccc(F)cc2)ns1	5%	-18%	-5%	3%	6%	-74*
Cc1ccc(N2CCN(Cc3ccccc3)CC2=O)c(C)c1	-3%	13%	?	5%	?	-4
COc1ccccc1NC(CC(=O)c1ccccc1)C(=O)OCC(=O)c1ccc(C)c(C)c1 (configuration not stated)	-20%	-24%	-1%	-9%	2%	159
Nc1ccc(CN2CCCCCC2)cc1	-8%	-10%	?	-3%	7%	24
CCCN1CNC(=S)N(c2cc(C)ccc2C)C1	-1%	-14%	-4%	-13%	-1%	-4
O=C(CCC1CCCN(C(=O)c2ccc3c(c2)OCCO3)C1)NCc1ccccc1F (configuration not stated)	13%	11%	4%	8%	1%	118
O=C(Nc1nc2ccc(Cl)cc2s1)[C@@H]1CCCN1C(=O)c1cccs1	2%	-39%	2%	3%	?	110

In the list so far, three contain a nitro group on carbon:
compound	Sm TGR inh	AmpC no deterg	Giardia FBPA inh	AmpC detergent	HCV inhibitor	HCMV inh
O=C(/C=C/c1ccc(-c2ccccc2[N+](=O)[O-])o1)c1ccco1	35µM*	-46%	?	1%	-20%	104
O=C(NCc1ccco1)C1CCN(C(=O)c2ccc([N+](=O)[O-])cc2)CC1	25µM*	20%	8%	5%	5%	-11
Cc1c(C(=O)N/N=C/C(C)C)[nH]c2ccc([N+](=O)[O-])cc12	-5%	-46%	5%	-12%	-29%	-75*

(more compounds)
compound	Sm TGR inh	AmpC no deterg	Giardia FBPA inh	AmpC detergent	HCV inhibitor	HCMV inh
CN1CCN(c2cc3c(c4c2[nH]c2ccccc24)C(=O)CC(C)(C)C3)CC1	-18%	111%[activator]	?	6%	?	-7
CC(C)CC(=O)Nc1ccnn1C1CCN(C(=O)c2ccc(Cl)cc2F)CC1	-2%	-2%	5%	?	9%	31
O=c1[nH]c(=O)n(C2CCCCC2)c(O)c1/C=N/N1CCCCC1c1cccnc1 (configuration not stated)	3%	-33%	4%	-2%	-2%	-37
CC(C)Cn1c(SCc2nnc(-c3cccs3)o2)nc(O)cc1=O	8%[11.4 µM]	-44%	9%	-10%	-2%	5
Cc1cccc(-n2ncc(C(=O)N3CCN(C4CCCCC4)CC3)c2C2CCN(C(=O)OC(C)(C)C)CC2)c1	-3%	.	.	24%	.	0
CSc1ccccc1OC1CCN(Cc2ccccc2)CC1	-10%	26%	4%	-18%	?	11
O=C(Cc1ccc(Cl)cc1)Nc1ccccn1	12%	-34%	-4%	13%	-2%	-6
CCOC(=O)C1=C(C(C)=O)C(c2cccnc2)C(C#N)=C(N)O1 (configuration not stated)	?	-13%	?	-17%	-4%	-24
COc1ccccc1-n1c(-c2ccccc2)n[nH]c1=S	.	-20%	-8%	-7%	2%	40
C#CCNC(=O)C1=C[C@H](c2ccc(C(F)(F)F)cc2)C[C@H](OCc2ccc(CO)cc2)O1	40µM*	99%[activator]	?	-2%	-2%	-33
CC(C)C[C@H]1CN=C(N(C)C)N1CC1CCCC1	-12%	1%	.	-4%	4%	-32
O=C(Oc1ccc(-c2ccccc2)cc1)N1CCCCC1	-13%	.	-2%	2%	4%	23
Cc1ccc(NC(=O)C2CCN(S(=O)(=O)c3ccc(F)cc3)CC2)cc1	1%	-14%	-3%	0%	?	?

An excerpt from above, showing only HCV inhibitor and Giardia FBPA inh.
| SMILES | HCV inhibitor | Giardia FBPA inh |
| --- | --- | --- |
| O=c1[nH]c(=O)n(C2CCCCC2)c(O)c1/C=N/N1CCCCC1c1cccnc1 (configuration not stated) | -2% | 4% |
| CSc1ccccc1OC1CCN(Cc2ccccc2)CC1 | ? | 4% |

Screening results as filed in PubChem BioAssay.
